Screening data from PubChem BioAssay.
ALOX12 inh: inhibitors of human 12S-lipoxygenase ALOX12 | P18054 | purified 12hLO, xylenol orange hydroperoxide absorbance | Potency, µM (doses to about 108 µM), for the others: at the highest dose activity change, negative = inhibition, hits mostly inhibitors | 580,000 tested, 1.1% active; active means well fitted inhibition curve with a large enough effect; inconclusive means small, poorly fitted or top-dose-only effect, or another doubt; inactive means no such curve, though single readings can be large or run the other way
Target sequence (P18054 whole entry, looked up): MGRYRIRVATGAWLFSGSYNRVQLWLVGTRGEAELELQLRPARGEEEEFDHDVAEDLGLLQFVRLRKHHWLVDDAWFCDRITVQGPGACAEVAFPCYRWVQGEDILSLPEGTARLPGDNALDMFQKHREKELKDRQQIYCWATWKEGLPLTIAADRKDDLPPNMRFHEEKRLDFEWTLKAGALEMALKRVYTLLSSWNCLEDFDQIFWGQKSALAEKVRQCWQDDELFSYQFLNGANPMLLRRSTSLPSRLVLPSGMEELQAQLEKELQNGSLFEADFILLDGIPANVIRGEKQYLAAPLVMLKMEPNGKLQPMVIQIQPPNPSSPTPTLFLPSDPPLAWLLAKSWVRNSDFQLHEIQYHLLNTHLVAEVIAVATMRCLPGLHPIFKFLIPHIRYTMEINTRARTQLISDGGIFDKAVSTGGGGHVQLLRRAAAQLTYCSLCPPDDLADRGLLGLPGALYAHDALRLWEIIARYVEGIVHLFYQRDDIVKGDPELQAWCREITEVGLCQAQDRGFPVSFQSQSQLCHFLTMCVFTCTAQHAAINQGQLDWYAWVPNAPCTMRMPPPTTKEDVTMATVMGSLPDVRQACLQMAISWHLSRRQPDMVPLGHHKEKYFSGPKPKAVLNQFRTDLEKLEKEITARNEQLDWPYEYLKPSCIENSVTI
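Purified human 12hLO (150 nM final) in 25 mM Hepes, 0.01% Triton X-100, pH 7.0 was preincubated 15 min at room temperature with compound. Then 40 uM arachidonic acid was added, 30 min. Hydroperoxide was read by Fe-XO absorbance ratio 573/405 nm.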
Numbers without * were called inactive; u = inconclusive; [ ] = another dose, or the depositor's remark. On the % scale 0 is the no-effect control and ±100 the full control effect; potency means the concentration at half of the fitted maximal effect. Some of the compounds tested. The share of hits here may be higher or lower than overall.

no.	ALOX12 inh	molecule
1	u	CN(C)C(=O)C1CN(C(=O)CCc2ncc(-c3ccc(F)cc3F)o2)c2ccccc2O1 (stereo not drawn)
2	10%	COC(=O)c1ccc(COc2ccc3c(-c4ccc(F)cc4)noc3c2)cc1
3	-9%	CC[C@H]1CN(S(=O)(=O)c2c(C)noc2C)CC[C@H]1CC(=O)N1CCC(C(=O)OC)CC1
4	38%[activator]	O=C1CCCCCN1CC(=O)N1CCCC(OCc2ccccc2)C1 (stereo not drawn)
5	-8%	CCCN1CCC2(CCN(C(=O)c3cccc(Cl)c3)CC2)Oc2ccccc21
6	u	O=C(CCC1CCN(C(=O)c2cc(C3CC3)[nH]n2)CC1)N1CCC(Cc2ccccc2)CC1
7	u	COc1ccccc1N1CCN([C@@H]2[C@H](O)[C@H](CO)O[C@@H]2CNC(=O)c2cccs2)CC1
8	10%	COc1cccc(C(=O)N2CCC(n3cc(-c4nc(C5CC5)no4)nn3)C2)c1 (stereo not drawn)
9	-27%	CCCOc1ccc(OCCBr)cc1
10	55%[activator]	COC[C@@H]1CN(C(=O)CN2CCOCC2)C[C@H]1c1ccncc1
11	4%	COc1ccc(NC(=O)Cn2c(N3CCc4ccccc4C3)nc(C)cc2=O)cc1Cl
12	14%	O=C(NCc1coc(-c2cccs2)n1)c1cc2ccccc2cc1O
13	7%	CCn1c(SCc2nc(-c3ccccc3)oc2C)nc2c(=O)[nH]cnc21
14	-25%	Cc1cccc(C)c1-n1nnnc1C1C(=O)NC(=S)N1c1ccccc1 (stereo not drawn)
15	32%[activator]	Cc1cc(-c2nnc(CN3CCN(c4cnn(-c5ccccc5)c(=O)c4Cl)CC3)o2)c(C)o1
16	39%	COc1cccc(C(=O)N2CCC(Cc3nc(-c4cnccn4)no3)CC2)c1
17	u	Cc1nc(C2CCCN(C(=O)C(C)(C)N)C2)cc(N2CCOCC2)n1 (stereo not drawn)
18	20%	COC(=O)C1=CN(CC(=O)Nc2c(C)cccc2C)S(=O)(=O)N=C1C
19	15%	OCc1ccccc1CN1CCCC1
20	33%[activator]	Cc1ccccc1C(=O)OCc1nc(N)c2ccccc2n1
21	58%[activator]	COCCCNC(=O)CCCN1C(=O)COc2ccc(C(=O)COc3cc(C)ccc3C)cc21
22	u	Cc1ccccc1-c1cc(C(=O)O)c2ccc(C)c(C)c2n1
23	-6%	CCN(CC)Cc1cc(C2CC(=O)Nc3n[nH]c(C(=O)O)c32)ccc1OC (stereo not drawn)
24	4%	C/C(=N/NC(=O)c1ccccc1)c1cccs1
25	72%[activator]	Cc1ccc(C)c(OCC(=O)c2ccc3c(c2)N(CCCC(=O)NCC2CC2)C(=O)CO3)c1
26	12%	CCCCCCCCN1C(=O)[C@@H](CC(=O)NCc2cccc3ccccc23)C[C@@]2(C(=O)OC)C1=C[C@H](C(C)C)O[C@@H]2C1CC1
27	-15%	O=C(O)c1ccc2c(C(C(=O)O)N3CCN(c4ncccn4)CC3)cn(Cc3ccccc3)c2c1 (stereo not drawn)
28	52%[activator]	CCS(=O)(=O)N1CCC2(CC1)CN(Cc1ccc(OC)cc1)C2=O
29	-11%	O=S(=O)(NC1=NCN(Cc2ccco2)CN1)c1ccccc1
30	15%	O=C(Cn1ccn2nc(-c3ccccc3)c(CO)c2c1=O)N1CCc2ccccc21
31	28%	CCCOc1ccc(CNC(=O)c2c(OCC)cc(=O)n3c2CCCC3)cc1
32	-5%[176 µM]	O=C(c1ccc2c(c1)OCO2)N1CCN2C(=O)N(Cc3cccnc3)C[C@H]2C1

The last 5 compounds of the section above lead into the next.
no.	ALOX12 inh	molecule
28	52%[activator]	CCS(=O)(=O)N1CCC2(CC1)CN(Cc1ccc(OC)cc1)C2=O
29	-11%	O=S(=O)(NC1=NCN(Cc2ccco2)CN1)c1ccccc1
30	15%	O=C(Cn1ccn2nc(-c3ccccc3)c(CO)c2c1=O)N1CCc2ccccc21
31	28%	CCCOc1ccc(CNC(=O)c2c(OCC)cc(=O)n3c2CCCC3)cc1
32	-5%[176 µM]	O=C(c1ccc2c(c1)OCO2)N1CCN2C(=O)N(Cc3cccnc3)C[C@H]2C1
33	-11%	C=CCNC(=S)N(C)[C@H]1C[C@H]2c3[nH]c4c(-c5ccccc5)cccc4c3CCN2C(=O)[C@H]1[C@H](C)O
34	22%	Cn1c(=O)c2c(nc(CN3CCN(Cc4ccccc4)CC3)n2CCCc2ccccc2)n(C)c1=O
35	2%[176 µM]	Cc1ccc(CN2CC[C@H](c3nnc(-c4ccccc4)o3)C2)cc1
36	39%[activator]	Nc1nccnc1C(=O)NCC#Cc1ccccc1
37	7%	CC(C)(C)C(=O)N1CCC2(CC1)CC(=O)N(c1ccccc1)c1ccccc1O2
38	-1%	O=C(Nc1ccc2[nH]cc(C(C(=O)O)N3CCCCC3)c2c1)c1ccccc1 (stereo not drawn)
39	1%[6.33 µM]	COc1ccc(C(=O)N2CCn3c(nn(-c4ccc(OC)cc4)c3=O)C2)cc1
40	2%	Nc1ccn([C@@H]2O[C@H](C(=O)N[C@H](Cc3ccccc3)C(=O)Nc3ccc4scnc4c3)[C@@H](O)[C@H]2O)c(=O)n1

Sorted by the number under ALOX12 inh (ascending): some entries from above
nr | Structure | ALOX12 inh
23 | CCN(CC)Cc1cc(C2CC(=O)Nc3n[nH]c(C(=O)O)c32)ccc1OC (stereo not drawn) | -6%
40 | Nc1ccn([C@@H]2O[C@H](C(=O)N[C@H](Cc3ccccc3)C(=O)Nc3ccc4scnc4c3)[C@@H](O)[C@H]2O)c(=O)n1 | 2%
37 | CC(C)(C)C(=O)N1CCC2(CC1)CC(=O)N(c1ccccc1)c1ccccc1O2 | 7%
2 | COC(=O)c1ccc(COc2ccc3c(-c4ccc(F)cc4)noc3c2)cc1 | 10%
16 | COc1cccc(C(=O)N2CCC(Cc3nc(-c4cnccn4)no3)CC2)c1 | 39%

The listing continues:
no.	ALOX12 inh	molecule
41	u	Cn1nc(C2CCCN2)c2c(C(=O)NCc3ccncc3)cc(C3CC3)nc21 (stereo not drawn)
42	52%	CC(C)(C)C(=O)CSc1nnc(COc2ccccc2Cl)n1C1CC1
43	36%[activator]	O=C1CC(c2ccccc2)N(C(=O)CNC(=O)CN2CCCC2=O)CCCCCN1 (stereo not drawn)
44	44%	COCCNC(=O)c1ccc(OC2CCN(CCC(C)c3ccc(C)o3)CC2)c(Cl)c1 (stereo not drawn)
45	-4%	Cc1nc(-c2ccncc2)ncc1C(C)NC(=O)CN1C(=O)CNC1=O (stereo not drawn)
46	u	CC(Cc1cccs1)N(Cc1ccc(Cl)cc1)C(=O)C1CC1 (stereo not drawn)
47	2%[6.33 µM]	O=C(Cc1ccc(F)cc1)N1CCC2(CC1)CN[S+](=O)([O-])c1cccnc1O2
48	-22%	Cc1ccc(C)c(C(=O)NC(C)C2CC3CCC2C3)c1 (stereo not drawn)
49	35%	COc1ccc(-n2nc(C3CCN(Cc4cccc5ccccc45)CC3)[nH]c2=O)cc1
50	u	COc1ccc(C(C)=O)cc1COC(=O)c1ccc(C#N)cc1
51	-18%	COC(=O)[C@H](CC1CCCCC1)NC(=O)[C@H]1CN(C(=O)c2cccc(F)c2)CCN1C(C)=O
52	u	O=C(NCc1ccco1)C1COC2(CCCCC2)N1C(=O)c1cccc([N+](=O)[O-])c1 (stereo not drawn)
53	42%	CCN(CC)C(=O)N1CCCOCCNC(=O)[C@@H]2CCC[C@@H]21
54	u	CC1=Nc2cc(C(=O)NCCCN(C)C)ccc2Sc2ccc(F)cc21
55	u	CN1C[C@@H](NC(=O)c2ccco2)C[C@H]1c1nc(-c2ccc(F)cc2)no1
56	-1%	COc1ccc(CNc2ccc(C(=O)O)cc2C)c(OC)c1
57	u	COc1ccc(CNC(=O)CC[C@H]2CNC(=O)[C@@H]3[C@@H](CCN3Cc3ccc(O)cc3)N2C)cc1
58	36%	CC(=O)NCC(=O)N1CC[C@@H]2COCCN(Cc3cccnc3)[C@@H]2C1
59	27%	Cc1ccc(CSc2nnnn2-c2c(C)n(C)n(-c3ccccc3)c2=O)cc1
60	-17%[176 µM]	CCN(CC)CC[C@H]1CN(C(=O)c2ccc(F)cc2)CC[C@H]1CC(=O)O
61	u	O=C(CCc1ncc(-c2c(F)cccc2F)o1)NCC(=O)Nc1ccccc1Br
62	2%[6.33 µM]	CCc1ccc(S(=O)(=O)c2nnn3c2nc(NC2CCCC2)c2ccccc23)cc1
63	0%[176 µM]	F[C@@H]1CN(C2CCOCC2)C[C@@H]1OCc1nc2ccccc2[nH]1
64	51%[176 µM]	CCNC(=O)N1C[C@@H]2OCC(=O)N(Cc3ccc(OC)cc3)[C@@H]2C1
65	0.52µM*	CNCc1cccn1C
66	2%	Cc1cnc(CC2CCN(C(=O)C3CCCC3)C2)n1CC1CC1 (stereo not drawn)
67	-1%	Cc1cnc(CNc2nc(-c3ccc(C(=O)N(C)C)cc3)nc3ccccc23)cn1
68	u	O/N=C/c1ccc(Cl)cc1Cl
69	12%	COC(=O)[C@@H]1Cc2c([nH]c3ccccc23)[C@H]2C[C@H](NCc3cccs3)C[C@@H](c3ccccc3)N21
70	10%	CCNC(=O)NCC(=O)N1CCCCCNC(=O)CC1c1ccccc1 (stereo not drawn)
71	9%	COc1ccc(Cl)cc1S(=O)(=O)N1CCC(c2c[nH]c3c(C)cccc23)CC1
72	27%	O=C(CN1C(=O)NC2(CCCCC2)C1=O)Nc1ccc2c(c1)OCO2
73	u	Cc1csc(C(C#N)C(=O)CSc2ccc3c(c2)OCCCO3)n1 (stereo not drawn)
74	10%	COCCN1C(=O)c2ccccc2C(C(=O)Nc2ccccc2O)C12CCCCC2 (stereo not drawn)
75	27%[176 µM]	COc1ccc([C@H]2C[C@@H](O)[C@@H](O)[C@@H]2NCc2ccc(OC)nc2)cc1
76	18%	O=C(CSc1ccc2c(c1)OCCCO2)NC(c1ccccc1)c1ccccc1
77	30%	Brc1cc2c(cc1CSc1ccccn1)OCCO2
78	5%	Cc1nn(-c2ccc(F)cc2)c(Oc2ccccc2F)c1CCC(=O)NC(C)C
79	33%[activator]	O=C1NCCCCCCN(Cc2ccncc2)[C@@H]2CN(C(=O)Nc3ccccc3F)CC[C@H]12
80	0%	CC1=C[C@@H](CNC(=O)COc2ccccc2)[C@H](C(C)C)C[C@H]1CC(=O)Nc1ccccn1
81	1%	O=C(c1cccnc1)N1CCN(c2cc(-c3cccs3)[nH]n2)CC1
82	u	Cc1ccc(NC(=O)c2ccc(Cn3ccn4nc5c(c4c3=O)CCCC5)cc2)cc1
83	8%	CN1C(=O)COCc2cc(-c3ccc(F)c(Cl)c3)ccc21
84	u	Fc1ccc(Br)cc1CNc1ccccc1
85	14%	NC(=O)C1CCN(C(=O)C[C@@H]2CCNC[C@@H]2Cc2cc(COc3ccccc3)on2)CC1
86	34%[176 µM]	CN(Cc1ccc(F)cc1)Cc1cccnc1
87	2%[176 µM]	COCC(=O)N1CCN(C(C)=O)C[C@@H]1C(=O)N[C@H](Cc1cccnc1)C(=O)OC
88	-25%	O=C(COc1ncnc2ccccc12)N(Cc1ccccc1)Cc1ccccc1
89	-1%	O=C(CCc1ncc(-c2ccccc2F)o1)NCCN1CCOCC1
90	-16%	COC(CNC(=O)CS(=O)Cc1nc(-c2ccccc2C)oc1C)OC (stereo not drawn)
91	-25%	Cc1cccc(Cc2cnc(NC(=O)c3n[nH]c(=O)c4ccccc34)s2)c1Cl
92	-26%	O=C(COc1ccc2ccc(=O)oc2c1)NC(=O)NC1CCCC1
93	7%	c1cncc(Cc2noc(C3CN(Cc4ccsc4)C3)n2)c1
94	15%	O=C(c1c(OCC2CC2)cc(=O)n2c1CCOCC2)N1CCOCC1
95	7%[176 µM]	CC1(C)[C@H](Cc2cc(CN3CCOCC3)on2)C[C@@H]1NS(C)(=O)=O
96	14%	CC(C)C(=O)Nc1cccc(Cl)c1Cl

(next part)
no.	ALOX12 inh	molecule
97	-27%	CCC(=O)NC(Nc1ccccc1Cl)(C(F)(F)F)C(F)(F)F
98	-3%	O=C(CN(Cc1cccs1)C1CC1)NCC1CCCO1 (stereo not drawn)
99	15%	Cc1ncc2c(c1CNC(=O)c1ccc3c(c1)OCO3)CCN(C(=O)c1cnsn1)C2
100	-3%	Cc1ccc(CNC(=O)CC(C)S(=O)(=O)c2ccc3c(c2)CCN3C(=O)C2CC2)cc1 (stereo not drawn)
101	22%	Cc1ccccc1-c1ccc2c(c1)[C@@H]1C[C@H](N(C)C(=O)Nc3ccccc3)[C@H]([C@H](C)O)CN1CC2
102	13%	O=C(Cc1c[nH]c2ccccc12)NC(c1ccccc1)c1ccccc1
103	u	CC(NC(=O)/C(=C\c1cccc(Br)c1)NC(=O)c1ccco1)C(=O)O (stereo not drawn)
104	23%	CC(=O)N1CCCC(c2[nH]ccc2C(=O)NCc2ccc3c(c2)OCO3)C1 (stereo not drawn)
105	61%[activator]	CCN(CC)Cc1ccc2c(c1)CN(C(=O)c1ccsc1)CCO2
106	19%	CS(=O)(=O)N(C1CCOCC1)C1CCN(S(=O)(=O)Cc2ccccc2)CC1
107	60%[activator]	CN(Cc1ccccn1)c1ccc(-c2nc(Cc3ccc(F)cc3)no2)cn1
108	40µM*	COC(=O)C1=C(C)N(Cc2ccc(Br)cc2)C(=S)NC1c1ccccc1 (stereo not drawn)
109	17%	Cn1nc2n(c1=O)CCC(NS(=O)(=O)c1cccnc1)CC2 (stereo not drawn)
110	-18%	CC(C)n1cccc1C(=O)N1CCC2(CC1)CC(c1ccccc1)CN2C (stereo not drawn)
111	-1%[176 µM]	N#Cc1cccc(CN[C@@H]2CO[C@H](CNC(=O)c3cccs3)[C@H]2O)c1
